# Assay outcomes: PubChem, several laboratories
# CSN inh: blocks human CSN-mediated cullin deneddylation; Purified CSN, SCF-Nedd8-OG deneddylation, fluorescence polarization; inhibition, % at 12.5 µM; 0.38% of 360,000 active; AID 651999;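 active = pattern-corrected inhibition above about 35%, with an unprinted fluorescence ratio check between 0.5 and 1.5, limit read from the data, passing the limit was not always enough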;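 also: 0% = enzyme with substrate and 100% = substrate without enzyme; some results filed as inactive read as strong as hits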
#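 Material: human Csn5 produced in HEK293T cells; Input: enzyme 0.24 nM; Reagent: SCFSkp2-Nedd8OG substrate at 10 nM final; Dosing: 12.5 µM compound; Incubation: 90 min reaction at room temperature; Detection: fluorescence polarization of the substrate; Evaluation: % inhibition of substrate cleavage by Csn5; Control set: substrate-only high control, full reaction low control.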
# MsrA act: activators of bovine methionine sulfoxide reductase A; activation, % at 10.6 µM; AID 602163; 0.3% of 360,000 active; purified bovine MsrA, absorbance read-out; in the data active = activation above about 7.5%;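 also: 0% = vehicle and 100% = reference activator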
# MsrA inh: inhibits bovine methionine sulfoxide reductase A. purified bovine MsrA, absorbance read-out. inhibition, % at 15.5 µM. AID 651718. 0.75% of 360,000 active; in the data active = inhibition above about 4.5%;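 also: 0% = vehicle wells with enzyme and 100% = reference inhibitor wells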
# MT1-MMP act inh: blocks activation of human MT1-MMP; 0.061% of 360,000 active; GFP/RFP ratio change, % at 20 µM; HT1080 RFP-PRO-GFP cells, GFP/RFP ratio fluorescence, overnight; percent of plate control window, DMSO zero; P50281;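 active = GFP/RFP ratio change of at least 30% with cell ATP level not reduced by more than half and red fluorescence within 50% of control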; also: strong numbers were not always called active
#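 Read-out: GFP/RFP fluorescence ratio; Test system: RFP-PRO-GFP reporter HT1080 cells; Compound dosing: single-point 20 µM compound, 1% DMSO; Times: overnight compound exposure at 37 °C.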
# FAS TE block: blocks the thioesterase domain of human fatty acid synthase | P49327 | recombinant FAS-TE, OMFH fluorogenic substrate, fluorescence endpoint | inhibition, % at 15 µM | 0.67% of 360,000 active;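 active = compounds whose normalised, plate-corrected inhibition of enzyme fluorescence in the single-dose primary screen is 50% or more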;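 also: 0% = DMSO with enzyme and 100% = substrate without enzyme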
# Rin1-Abl PPI inh: inhibitors of human Rin1-Abl protein interaction; TR-FRET Rin1/Abl binding, biochemical; AID 588664; 0.4% of 360,000 active; inhibition, % at 7.35 µM; P00519+Q13671; in the data active = inhibition above about 5%, passing the limit was not always enough
# Rpn11 inh: inhibitors of human proteasome Rpn11; 0.59% of 360,000 active; calls only at 20 µM; O00487; human 26S proteasome, Ub4-pepOG fluorescence polarization; 20S core pre-blocked with epoxomicin;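 active = inhibition at 20 µM, scaled to each plate's controls, above about 33%, limit read from the data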
# Target sequence (O00487 whole entry, looked up): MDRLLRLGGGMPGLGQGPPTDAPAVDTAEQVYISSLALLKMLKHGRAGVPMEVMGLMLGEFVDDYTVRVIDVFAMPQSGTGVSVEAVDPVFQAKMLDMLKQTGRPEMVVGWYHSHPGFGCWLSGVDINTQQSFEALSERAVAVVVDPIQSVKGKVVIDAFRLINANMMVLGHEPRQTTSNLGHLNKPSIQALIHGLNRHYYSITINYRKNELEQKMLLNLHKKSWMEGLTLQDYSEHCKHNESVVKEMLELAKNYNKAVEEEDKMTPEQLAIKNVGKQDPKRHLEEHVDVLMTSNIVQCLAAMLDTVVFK
# eLon inh: E. coli protease La inhibition; P0A9M0; purified E. coli Lon protease, fluorescence polarization; inhibition, % at 7.94 µM; 0.42% of 360,000 active; in the data active = inhibition above about 13%, passing the limit was not always enough;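 also: 0% = enzyme with probe and DMSO and 100% = no enzyme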
# PABP1 MLLE inh: inhibitors of microRNA-mediated deadenylation, human PABP1 MLLE binding. 0.36% of 360,000 active. AID 588489. P11940. inhibition, % at 20 µM. GST-MLLE / FITC-PAM2 fluorescence polarization; in the data active = inhibition above about 35%, passing the limit was not always enough;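 also: plate controls were DMSO wells with GST-MLLE for no effect and wells lacking GST-MLLE protein for full effect; some results filed as inactive read as strong as hits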
# Target sequence (P11940 whole entry, looked up): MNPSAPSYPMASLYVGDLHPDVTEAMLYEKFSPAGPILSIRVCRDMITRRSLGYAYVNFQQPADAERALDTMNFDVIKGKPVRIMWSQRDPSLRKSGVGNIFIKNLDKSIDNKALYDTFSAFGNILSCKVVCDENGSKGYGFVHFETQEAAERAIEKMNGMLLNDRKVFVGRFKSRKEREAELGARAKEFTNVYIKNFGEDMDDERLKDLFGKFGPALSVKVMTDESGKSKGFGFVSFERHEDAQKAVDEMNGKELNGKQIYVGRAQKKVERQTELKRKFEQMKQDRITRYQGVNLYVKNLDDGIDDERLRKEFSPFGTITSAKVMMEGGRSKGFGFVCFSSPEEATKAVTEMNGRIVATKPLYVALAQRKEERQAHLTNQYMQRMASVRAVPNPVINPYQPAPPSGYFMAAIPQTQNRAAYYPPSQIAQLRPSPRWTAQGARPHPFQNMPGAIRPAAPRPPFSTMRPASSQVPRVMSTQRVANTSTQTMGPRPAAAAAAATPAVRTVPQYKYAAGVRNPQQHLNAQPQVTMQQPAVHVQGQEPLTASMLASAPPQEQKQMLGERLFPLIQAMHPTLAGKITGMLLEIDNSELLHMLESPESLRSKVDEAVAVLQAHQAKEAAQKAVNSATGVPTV
# Numbers without * were called inactive; i = inactive; nt = no result given; + = active, no number.
SMILES,CSN inh,MsrA act,MsrA inh,MT1-MMP act inh,FAS TE block,Rin1-Abl PPI inh,Rpn11 inh,eLon inh,PABP1 MLLE inh
Cc1ccc([C@H]2C[C@H](O)[C@@H](n3cc(C4CC4)nn3)CN2C(=O)c2cccs2)cc1,-3,-6,-0.4,2,-2,2,i,-3,-6
CC(C(=O)O)N1C(=O)/C(=C/C=C/c2ccco2)SC1=S (stereo not given),49,-5,1.0,2,4,13*,nt,9,16
Cn1cc(C(=O)c2ccc(Cl)cc2Cl)cc1C(=O)NN,-5,-1,-0.4,-3,-5,-1,i,-1,-1
Cc1cc(C)c(NC(=O)c2cc(=O)c3ccccc3o2)c(C)c1,4,-3,0.4,-1,10,1,i,-10,0
COc1ccc(OC)c(/C=N\NC(=O)c2cc3c(ccc4ccccc43)o2)c1,-4,-2,-0.8,-4,0,-6,i,8,-6
Brc1ccc(-c2csc(/N=C/N3CCOCC3)n2)cc1,-1,0,0.6,1,7,-2,i,4,3
O=C1C=C(c2cc(Cl)cc(Cl)c2)C[C@@H](c2ccc3c(c2)OCO3)C1,-3,-4,-0.5,5,32,-3,i,4,0
CCN(CC)S(=O)(=O)c1ccc(N/N=C/c2cc(OC)ccc2O)nc1,-4,-5,1.3,-1,3,-4,i,-8,4
Cc1cccc(OCc2nnc(SCC(=O)NCC3CCCO3)n2C)c1 (stereo not given),-3,-4,0.2,3,-2,2,i,-6,5
NC(=O)C1(N2CCCCC2)CCN(C(=O)NC2CCCCC2)CC1,4,-1,0.8,4,-8,1,i,1,2
Clc1ccccc1CNCc1ccc2c(c1)OCO2,-2,-6,0.9,0,-3,1,i,-17,-4
CN(C)c1ccc(-c2[nH][nH]c(=O)c2NC(=O)c2ccccn2)cc1,6,5,0.7,3,22,34*,i,-13,4
COc1ccccc1CN1CCNC(=O)C1CC(=O)N(C)Cc1ccon1 (stereo not given),1,-2,-1.2,-3,-9,4,i,2,2
O=C(NNC(=S)NC1CC2C=CC1C2)c1cccnc1 (stereo not given),-2,-2,1.7,1,-3,-2,i,-8,-10
O=C(OCc1nnc(-c2ccccc2)o1)c1ccc(CO)cc1,2,-11,-0.9,-2,0,1,i,2,0
O=C(N/N=C/c1ccccc1)c1ccco1,0,7,1.1,4,-1,0,i,-6,7
CCNC(=O)CC1SC(=Nc2ccc(Cl)cc2)N(CC)C1=O (stereo not given),-1,-8,-1.6,1,-6,3,i,9,-9
O=C(NC1CCCCC1)C1CC(O)CN1C(=O)OCc1ccccc1 (stereo not given),8,-2,-0.8,3,-9,0,i,0,4
O=C(NCc1ccco1)C1CCCN(S(=O)(=O)c2cccc3nsnc23)C1 (stereo not given),1,-4,-0.7,-7,-9,-2,i,-10,0
O=C(CSc1nc(N2CCOCC2)nc(N2CCOCC2)n1)Nc1ccc([N+](=O)[O-])cc1,2,-9,2.0,3,6,-2,i,7,10
O=C(Cc1ccc(Cl)cc1)NNC1CC(=O)N(c2ccc3ccccc3c2)C1=O (stereo not given),4,-6,0.7,4,0,0,i,4,2
CCCc1nn(C)c2c(=O)[nH]c(-c3cc(S(=O)(=O)N4CCN(C)CC4)ccc3OCC)nc12,-3,-1,-0.4,2,-3,0,i,4,-6
COCCOc1ccc(C(F)(F)F)cc1NC(=O)CN1C(=O)NC2(CCCc3ccccc32)C1=O (stereo not given),1,-1,0.6,-2,22,-1,i,2,-8
NS(=O)(=O)c1ccc(CCNS(=O)(=O)c2ccc(Cl)s2)cc1,0,-2,1.0,5,0,3,i,-8,-2
CCOC(=O)COc1coc(CN2CCN(c3ccccc3)CC2)cc1=O,-3,-4,-0.6,-3,-4,-1,i,4,5

# Look-ups from the results shown.
# O=C(NNC(=S)NC1CC2C=CC1C2)c1cccnc1 (stereo not given) – eLon inh = -8
# O=C(OCc1nnc(-c2ccccc2)o1)c1ccc(CO)cc1 – FAS TE block = 0
# COCCOc1ccc(C(F)(F)F)cc1NC(=O)CN1C(=O)NC2(CCCc3ccccc32)C1=O (stereo not given) – MsrA inh = 0.6
# NS(=O)(=O)c1ccc(CCNS(=O)(=O)c2ccc(Cl)s2)cc1 – CSN inh = 0
# Brc1ccc(-c2csc(/N=C/N3CCOCC3)n2)cc1 – Rin1-Abl PPI inh = -2
# CCNC(=O)CC1SC(=Nc2ccc(Cl)cc2)N(CC)C1=O (stereo not given) – FAS TE block = -6

# (listing goes on)
SMILES,CSN inh,MsrA act,MsrA inh,MT1-MMP act inh,FAS TE block,Rin1-Abl PPI inh,Rpn11 inh,eLon inh,PABP1 MLLE inh
Cc1nnc(NC(=O)C2CCCC2)s1,-1,0,1.0,3,-6,-1,i,5,-9
Cc1occc1C(=O)NNC(=O)Nc1ccc([N+](=O)[O-])cc1,-7,-4,2.5,1,2,1,i,7,-5
CC1=C(O)C(=O)C(C2=C(O)C(=O)C(C)=C(O)C2=O)=C(O)C1=O,-9,-4,2.7,1,0,46*,i,-4,13
COc1ccc(C(CNC(=O)c2cc(=O)[nH]c3ccccc23)N2CCCC2)cc1 (stereo not given),1,0,2.0,-6,-3,3,i,-8,-8
CSc1nnc2c(n1)OC=Nc1ccccc1-2,-1,-2,1.3,9,-5,-1,i,7,8
CCOC(=O)C1Cc2ccccc2C(=O)O1 (stereo not given),2,-2,0.1,3,-10,0,i,-2,10
O=C(COC(=O)c1cccs1)Nc1ccc(S(=O)(=O)N2CCOCC2)cc1,-5,-1,0.6,2,7,-2,i,-3,-20
COc1ccc(C(=O)N/C(=C\c2cn(C)c3ccccc23)C(=O)NCCCn2ccnc2)cc1OC,-8,-6,2.0,1,-5,-2,i,-6,10
Cc1ccc2c(c1)c1c(n2CC2COC(C)(C)O2)C(=O)CCC1 (stereo not given),0,1,0.5,-1,-1,-2,i,-7,5
O=C(CSc1nc2ccccc2o1)NC1CCS(=O)(=O)C1 (stereo not given),4,-1,0.0,3,-6,-1,i,-5,-5
COc1cccc(N2C(C(C)=O)=NN(c3ccccc3)C2c2ccc(N3CCOCC3)cc2)c1 (stereo not given),-12,-4,2.6,-5,19,-3,i,-5,-33
Cc1cc(=O)oc2cc(OCC(=O)NC3(C#N)CCCCC3)ccc12,4,-6,1.1,-4,1,0,i,-14,-27
CCOC(=O)CC1(NC(=O)C2CCC(=O)N(CCc3ccccc3)C2)CCCCC1 (stereo not given),-6,-1,-0.1,-4,-2,3,i,7,3
O=C(CC(C(=O)O)c1ccccc1)Nc1ccccc1 (stereo not given),-5,-7,-0.8,1,-6,-1,i,4,-6
CN1CCN(S(=O)(=O)c2cccc(C(=O)Nc3ccccc3N3CCCC3)c2)CC1,0,-2,-0.2,0,-5,1,i,0,-10
CCN1C(=O)[C@H]2[C@@H](c3ccc(C)cc3)N3C(=O)N(c4ccc(C(F)(F)F)cc4)C(=O)[C@@]3(Cc3ccccc3)[C@H]2C1=O,-3,1,1.3,2,12,-2,i,-4,-1
COCCCNC1=C(C#N)C(=O)NC(c2cccc([N+](=O)[O-])c2)S1 (stereo not given),-3,-8,0.3,-7,-8,4,i,9,27
Cc1cc(=O)[nH]c2nnnn12,0,-1,-1.3,3,-4,0,i,-8,2
COc1ccc(N=NC2=C(O)CC(C)(C)CC2=O)c(OC)c1,31,6,0.8,1,-2,-16,+,22*,-76
O=C(O)c1ccccc1C(=O)Nc1ccc(-n2ccc(C(F)(F)F)n2)cc1,-1,-4,-1.6,-1,-7,-3,i,2,-12
CC(=O)Nc1sc(C)c(C)c1C(=O)OCC(=O)N(C)C1CCS(=O)(=O)C1 (stereo not given),-3,-3,0.0,1,-9,-2,i,-1,10
COC(=O)[C@H]1C2CCC(C(=O)OC)(CC2)[C@H]1C(=O)OC,-3,2,0.7,3,-5,-1,i,-5,-11
O=C(c1cccc(Br)c1)N1CCN(c2ccccn2)CC1,-1,0,-0.6,0,-3,-1,i,-4,-2
Cc1cc([N+](=O)[O-])nn1CC(=O)N(C)Cc1ccccc1,-3,0,0.8,0,5,0,i,-1,18
CCN(c1ccccc1)S(=O)(=O)c1ccc(Cl)c(NC(=O)CNC(C)c2ccccc2)c1 (stereo not given),0,-1,0.7,2,34,4,i,-4,-14

# Structures listed so far that have a cyano group:
SMILES,CSN inh,MsrA act,MsrA inh,MT1-MMP act inh,FAS TE block,Rin1-Abl PPI inh,Rpn11 inh,eLon inh,PABP1 MLLE inh
Cc1cc(=O)oc2cc(OCC(=O)NC3(C#N)CCCCC3)ccc12,4,-6,1.1,-4,1,0,i,-14,-27
COCCCNC1=C(C#N)C(=O)NC(c2cccc([N+](=O)[O-])c2)S1 (stereo not given),-3,-8,0.3,-7,-8,4,i,9,27

# More entries.
SMILES,CSN inh,MsrA act,MsrA inh,MT1-MMP act inh,FAS TE block,Rin1-Abl PPI inh,Rpn11 inh,eLon inh,PABP1 MLLE inh
Cc1c(-c2csc(N)n2)cnn1C,-6,2,-0.4,-1,-7,-4,i,-9,28
Cc1cc(-c2ccc(C)c(S(=O)(=O)N3CCN(c4ccc([N+](=O)[O-])cc4)CC3)c2)on1,-6,3,-0.7,-7,32,-3,i,-1,-6
CSc1nsc(/C=C/Nc2ccc(F)cc2F)c1C#N,31,-10,nt,-57,-3,-1,+,-16,-22
O=c1c[n+]([O-])c2ccccc2n1OCc1ccccn1,7,-10,0.3,-38,-17,0,i,-28,-12
CN(C)CCCN(C(=O)C1=COCCO1)c1nc2ccc(Br)cc2s1,-1,0,-0.2,-5,-2,1,i,-5,35
COC(=O)c1sc(NC(=O)CSc2nnnn2C)nc1C,3,-3,1.6,-1,-7,-1,i,2,0
CCOC(=O)C1(S(=O)(=O)c2ccccc2)CCN(Cc2ccccc2)CC1,-1,-3,-1.0,6,6,1,i,-6,2
CCc1nc(NCCC(C)C)c(C#N)c2c1CCCC2,-2,2,-0.9,-3,15,4,i,4,-1
CCOCCCNC(=O)CSCc1nc(-c2ccc(SC)cc2)oc1C,-3,-5,0.1,0,-6,1,i,-5,19
CCC(=O)Nc1nc(C)cc(SCC(=O)OC)n1,1,-4,0.2,-3,-7,-1,i,-2,18
CC1=NNC(=O)/C1=C\c1cn(-c2ccccc2)nc1-c1ccc(F)cc1,5,-4,nt,-43,-3,2,i,-8,11
O=C(CC1C(=O)NCCN1Cc1ccccc1)NC1CCCCCC1 (stereo not given),-1,-3,1.4,1,-4,0,i,2,15
Cn1nc(C(F)(F)F)c(/C=N/OC(=O)c2ccccc2)c1Cl,-1,5,-1.2,-1,5,1,i,-5,1
CC1=C(C(=O)OC2CCCCC2)C(c2ccc(F)cc2)NC(=O)N1 (stereo not given),1,-2,1.5,1,3,-1,i,-1,-2
O=C(c1ccccc1)N(Cc1ccco1)C1CCS(=O)(=O)C1 (stereo not given),-6,-5,0.7,-2,-6,1,i,-9,-5
O=S(=O)(c1ccc(F)cc1)N1CCN(c2ccccn2)CC1,3,1,0.5,0,3,3,i,-10,2
CNNC(=S)Nc1cccc(SC)c1,2,-5,0.1,-1,-7,0,i,0,-119
CCN(CC)S(=O)(=O)c1ccc(NC(=O)c2cccc3c2C(=O)N(CCOC)C3)cc1,-13,-2,-0.1,-7,9,-3,i,-4,7
Cc1ccc(C)c(NC(=O)Nc2ccc3c(c2)OCO3)c1,-2,-6,-0.8,-1,1,-1,i,-8,13
CC(=O)C1C(c2ccc(F)cc2)c2c(noc2C)CC1(C)O (stereo not given),-3,-2,1.9,1,-6,-1,i,-5,-10
Cc1ccc(C)c(S(=O)(=O)Nc2ccc(C(=O)N3CC(C)OC(C)C3)cc2)c1 (stereo not given),-1,1,-0.1,-1,-3,3,i,-8,-11
